Assay outcomes (PubChem)
hIAP act = increases human intestinal alkaline phosphatase activity. P09923. purified human IAP, CDP-Star luminescence, 30 min; stronger effect = higher value; 1 = vehicle-only enzyme, 0 = enzyme-free background. activation factor at 10 µM. 0.16% of 330,000 active;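 active = activation factor of the enzyme at least 2-fold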; also: the source names both 10 and 20 µM as test concentration; values of inactives mirror those of a sister screen read the other way
TIM10 inh = TIM10 yeast growth inhibition; 1.4% of 330,000 active; S. cerevisiae TIM10 strain growth, BacTiter-Glo luminescence, 24 h; inhibition, % at 10 µM; AID 463195;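 active = inhibition of 40% or more at the single tested concentration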;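 also: wild-type TIM10 isogenic control strain grown at permissive 25 °C; 0% = DMSO yeast wells and 100% = minimal medium wells without yeast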
mIAP act = increases mouse intestinal alkaline phosphatase activity; 0.24% of 330,000 active; AID 2805; activation factor at 10 µM; muIAP, CDP-Star luminescence, 30 min; stronger effect = higher value; 1 = vehicle-only enzyme signal, 0 = enzyme-free wells;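 active = activation factor of at least 2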; also: the source names both 10 and 20 µM as test concentration; values of inactives mirror those of a sister screen read the other way
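also added = chemiluminescent substrate CDP-Star | test system = mouse IAP enzyme | signal = chemiluminescence readout | compound = DMSO-dissolved test compounds | incubation = 30 min at room temperature | benchmarks = DMSO wells, no-enzyme wells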
NALP3 yeast inh = inhibitors of NALP3 inflammasome in yeast; AID 2825; inhibition, % at 10 µM; 0.39% of 330,000 active; Yeast reconstituted NLRP3/ASC/caspase-1, beta-gal luminescence, 24 h;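 active = inhibition of 50% or more; inactive = inhibition below 50%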;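 also: plate controls were induced DMSO wells for no effect and uninduced yeast grown without galactose for full effect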
tim10-1 inh = growth inhibitors of tim10-1 mutant yeast; inhibition, % at 20 µM; 2.2% of 330,000 active; S. cerevisiae tim10-1 ts strain growth, BacTiter-Glo, 24 h;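 active = inhibition of at least 40%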;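 also: mutant grown at 25 °C; 0% = DMSO wells with yeast and 100% = wells holding no yeast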
ATG4B inh = blocks human ATG4B protease cleavage of LC3 substrate; AID 504462; 0.51% of 340,000 active; ATG4B cleavage of LC3-PLA2, NBD-HPC fluorescence, 1 h; inhibition, % at 8.33 µM; Q9Y4P1; in the data active = inhibition above about 40%
mIAP inh = blocks mouse intestinal alkaline phosphatase | purified mouse IAP, CDP-Star luminescence, 30 min | AID 2806 | inhibition, % at 10 µM | 0.2% of 330,000 active;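 active = inhibition of at least 40% at 10 µM in the primary screen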;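 also: plate controls were DMSO with enzyme for no effect and no enzyme wells for full effect; values of inactives mirror those of a sister screen read the other way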
hIAP inh = human IAP inhibition | 0.12% of 330,000 active | P09923 | inhibition, % at 10 µM | purified IAP, CDP-Star luminescence, 30 min;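 active = inhibition reaching a set limit with compound at 10 µM in the primary screen, cut at about 35% in these data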;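 also: plate controls were DMSO wells with enzyme for no effect and no-enzyme buffer wells for full effect; values of inactives mirror those of a sister screen read the other way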
Apaf1 inhib = human Apaf-1 inhibition | reconstituted apoptosome caspase-3 activity, DEVD-Rh110 fluorescence | inhibition, % at 20 µM | 0.71% of 330,000 active; active = inhibition of at least 40% at 20 µM;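 also: plate controls were DMSO wells for no effect and DEVD-CHO caspase inhibitor wells for full effect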
Target sequence (O14727 whole entry, looked up): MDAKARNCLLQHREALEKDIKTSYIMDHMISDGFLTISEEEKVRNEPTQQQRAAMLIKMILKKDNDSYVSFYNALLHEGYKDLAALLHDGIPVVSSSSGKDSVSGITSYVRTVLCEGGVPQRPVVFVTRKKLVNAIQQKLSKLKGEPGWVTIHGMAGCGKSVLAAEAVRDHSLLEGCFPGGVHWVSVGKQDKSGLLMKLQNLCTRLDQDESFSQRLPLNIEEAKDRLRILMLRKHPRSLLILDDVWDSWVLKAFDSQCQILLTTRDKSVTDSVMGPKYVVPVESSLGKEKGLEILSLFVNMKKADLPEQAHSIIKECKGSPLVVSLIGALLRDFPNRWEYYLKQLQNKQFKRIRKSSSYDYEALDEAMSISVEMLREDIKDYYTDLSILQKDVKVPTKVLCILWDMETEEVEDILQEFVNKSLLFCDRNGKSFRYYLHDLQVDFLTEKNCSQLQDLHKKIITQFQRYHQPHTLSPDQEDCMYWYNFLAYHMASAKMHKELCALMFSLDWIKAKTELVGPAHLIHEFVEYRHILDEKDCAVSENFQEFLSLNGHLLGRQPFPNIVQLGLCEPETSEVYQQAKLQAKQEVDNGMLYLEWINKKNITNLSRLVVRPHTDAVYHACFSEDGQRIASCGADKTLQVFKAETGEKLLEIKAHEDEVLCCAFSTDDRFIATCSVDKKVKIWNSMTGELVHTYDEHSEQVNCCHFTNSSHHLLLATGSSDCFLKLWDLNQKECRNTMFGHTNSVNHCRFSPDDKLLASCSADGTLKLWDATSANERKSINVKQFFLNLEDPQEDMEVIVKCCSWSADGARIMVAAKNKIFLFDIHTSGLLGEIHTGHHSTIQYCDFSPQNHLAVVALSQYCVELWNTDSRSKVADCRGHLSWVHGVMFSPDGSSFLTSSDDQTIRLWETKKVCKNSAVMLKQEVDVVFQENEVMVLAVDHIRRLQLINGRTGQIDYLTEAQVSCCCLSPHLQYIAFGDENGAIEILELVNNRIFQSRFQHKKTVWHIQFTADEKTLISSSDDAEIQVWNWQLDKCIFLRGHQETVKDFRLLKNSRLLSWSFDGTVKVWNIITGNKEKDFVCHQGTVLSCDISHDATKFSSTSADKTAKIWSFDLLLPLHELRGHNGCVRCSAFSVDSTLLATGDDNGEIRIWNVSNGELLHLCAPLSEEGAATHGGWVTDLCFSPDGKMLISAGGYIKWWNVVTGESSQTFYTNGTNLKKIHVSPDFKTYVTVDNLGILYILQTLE
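Assay system – apoptosome proteins · Medium – Hepes buffer, pH 7.5 · Also added – cytochrome c with DEVD-Rh110 · Timing – 30 min compound preincubation, 50 min activation, room temperature · Detection – Rh110 fluorescence, excitation 480 nm, emission 540 nm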
The depositor's hits bear a star. Rows were taken by chance (roughly 4.5% active in at least one column).

SMILES	hIAP act	TIM10 inh	mIAP act	NALP3 yeast inh	tim10-1 inh	ATG4B inh	mIAP inh	hIAP inh	Apaf1 inhib
Cc1cccc(C)c1OCc1cc(C(=O)NCC2CC2)no1	0.92	13	0.86	37	22	5	14	8	14
NS(=O)(=O)c1ccc(CCNC(=S)Nc2ccc(S(N)(=O)=O)cc2)cc1	1	1	1.1	7	9	3	-5	-5	1
COc1ccc2c(CC(=O)OCC(=O)c3ccc(F)cc3)coc2c1	0.95	-25	1.1	26	-1	-11	-13	5	4
CCOC(=O)c1ccc(NC(=O)c2cccc3c2C(=O)N(CC2CCCO2)C3)cc1 (centres undefined)	0.86	18	0.87	17	47*	-8	13	14	14
CCOC(=O)C[C@H]1c2cc(F)ccc2S(=O)(=O)N1C(C)C	0.89	7	1.1	-14	1	-2	-6	11	-2
CCOC(=O)C1=C(N)OC2=C(C(=O)CCC2)C1c1cccs1 (centres undefined)	1.2	4	0.92	0	1	-3	8	-20	-29
NC(=O)c1ccc(-n2nnnc2SCC(=O)c2ccc(O)c(O)c2)cc1	0.68	-3	0.88	10	-4	24	12	32	-2
CCOc1ccc(Br)cc1S(=O)(=O)N1CCCN(C)CC1	0.92	-5	1	14	-7	1	-3	8	-1
O=S(=O)(c1ccc(F)cc1)N1CCN(CCc2ccccc2)CC1	1.2	11	1	34	11	-1	-2	-16	-1
CC(C)n1cc(C(N)=S)c(=O)n(Cc2ccccc2)c1=O	0.94	16	0.95	9	8	-4	5	6	2
O=C(CNc1ccc(F)cc1)N/N=C/c1c(O)ccc2ccccc12	1.7	44*	0.76	19	-8	-24	24	-73	20
N/C(=N\OC(=O)CCCOc1ccccc1)c1ccccn1	0.91	20	0.91	8	28	-2	9	9	-4
CCCCCCCCc1nnc(N)s1	1	18	0.96	38	3	-1	4	-1	-6
COc1cc(C(=O)NC2CCCCCCC2)cc(OC)c1OC	1.1	11	0.97	0	-1	-9	3	-6	-17
COc1cccc(C(=O)NCCS(=O)(=O)N(C)Cc2ccccc2)c1	0.99	-3	1	16	0	-4	-3	0	7
Cn1ncc(C#N)c1NC(=O)C1CC(c2ccc(Cl)c(Cl)c2)=NO1 (centres undefined)	1	11	0.96	-14	16	-7	4	0	9
Cc1cccc(N2CC(C(=O)Nc3ccc4c(c3)OCO4)CC2=O)c1C (centres undefined)	0.98	9	1	-12	4	-9	-4	2	7
O=C(COC(=O)COc1ccc(Br)cc1)Nc1cccnc1Cl	0.93	6	0.96	-1	11	-7	4	7	6
Cc1c(C)c2c(OCC(=O)NCc3ccncc3)cc3c(c2oc1=O)CCC(C)(C)O3	1.2	5	0.97	18	5	-4	3	-17	8
O=C(Cn1cc(C(F)(F)F)ccc1=O)OCC(=O)c1ccc[nH]1	0.94	-2	0.94	1	9	1	6	6	-7
Cc1ccc(S(=O)(=O)n2nc(OC(=O)c3c(-c4ccccc4Cl)noc3C)cc2N)cc1	1.2	29	0.94	29	21	12	6	-20	18
CCN(C(=O)COC(=O)/C=C/c1ccc(O)c(OC)c1)C1CCS(=O)(=O)C1 (centres undefined)	0.98	-8	1	8	9	-10	0	2	0
CCN(C(=O)c1cccc(Br)c1)C1CCS(=O)(=O)C1 (centres undefined)	1.1	-6	0.93	0	-30	0	7	-10	-2
Cc1cccc(OCCn2c(=O)n(C)c3ccccc32)c1	0.82	15	1.1	24	35	1	-13	18	1
CCN(CC)CCOC(=O)C12CC3CC(CC(C3)C1)C2	1.1	-1	1.1	0	2	0	-10	-9	1
O=C(Nc1ccc(C(=O)O)cc1)/C(=C\c1ccc(F)cc1)NC(=O)c1ccco1	1.1	6	1	3	-2	3	-4	-8	1
CS(=O)(=O)N(CC(=O)NCc1ccc2c(c1)OCO2)c1ccccc1	1.1	2	1	12	6	-17	0	-6	7
CCc1cc(C(=O)N2CCCC(N3CCN(c4cccc(C(F)(F)F)c4)CC3)C2)n(C)n1 (centres undefined)	0.89	24	0.92	0	19	-7	8	11	8
COC(=O)c1ccccc1NC(=O)CSc1nnc(-c2ccoc2C)n1C	0.93	-16	1.2	15	15	-6	-16	8	1
Cc1cc(=O)oc2c3c(cc(OCC(=O)NCc4ccncc4)c12)OC(C)(C)CC3	0.91	-5	0.97	0	-2	1	3	9	-1
CCCCc1ccc(NC(=O)OC)cc1	0.9	-4	0.94	30	-5	-1	6	10	0
CCc1nnc(N2C(=O)c3ccccc3C2(O)c2ccccc2)s1 (centres undefined)	1.2	-7	0.94	-20	9	3	6	-16	-13
Cc1ccc(-c2nc3ncccc3o2)cc1NC(=O)c1sc2ccccc2c1Cl	0.93	-6	0.96	-4	0	-4	4	7	8
CCNCCNc1ccc(Cl)cc1[N+](=O)[O-]	1	2	0.85	-3	8	3	15	-3	4
CCc1[nH]nc(C(=O)NC2CCCc3c2cnn3-c2cc(C)cc(C)c2)c1C (centres undefined)	1.3	13	0.95	-8	29	5	5	-34	6
NC(=O)C1CCN(CC(=O)Nc2nc(-c3ccccc3)cs2)CC1	0.89	-7	1	8	6	3	-1	11	10
O=C(CCS(=O)(=O)c1ccc(F)cc1)N1CCOCC1	0.97	0	1	19	1	-10	0	2	-5
COc1ccc2oc(=N)c(C(=O)Nc3ccc(C)cc3)cc2c1	0.81	21	0.99	17	1	3	1	19	20
CSc1ccccc1OCc1cc(C(=O)N2CCNC(=O)C2)no1	1.1	-3	0.99	11	-11	-3	0	-7	5
O=C(CSc1nnnn1-c1ccccc1)NC(=O)Nc1ccc2c(c1)OCCO2	0.99	5	1	8	-8	-16	-3	1	17
COC(=O)CCc1sc(NC2CCCCC2)nc1-c1ccc(OC)cc1	1	22	0.97	-3	32	11	3	-2	2
c1ccc(N2CCN(c3nc4ccccc4n4nnnc34)CC2)cc1	0.98	11	0.96	24	18	0	4	2	15
COc1ccc(Cn2nnnc2CN2CCCCCC2)cc1	1	-4	0.98	-9	28	4	2	0	2
COc1cc([N+](=O)[O-])ccc1NC(=O)c1cccc(NC(=O)C(C)C)c1	1	2	0.93	9	29	-11	7	-1	-1
N#CCN1C(=O)C2CCCN2c2ccc(S(=O)(=O)N3CCOCC3)cc21 (centres undefined)	0.95	-8	1	22	0	-9	0	5	3
COC(=O)c1cc(NC(=O)C2CC2)cc(C(=O)OC)c1	1.2	19	1.1	6	26	-14	-6	-16	-5
COc1ccc(-c2nn3c(-c4ccc(F)cc4)nnc3s2)cc1	1.1	18	1	32	38	8	-5	-8	18
COc1ccc(NC(=O)CCNC(=O)N2CC(=O)Nc3ccccc32)c(OC)c1	0.97	16	1	16	-11	5	-2	3	2
Cc1onc(-c2c(F)cccc2Cl)c1C(=O)Nc1ccc(S(=O)(=O)N2CCOCC2)cc1	0.88	-8	1.1	7	-4	-16	-5	12	-2
Cc1noc(C)c1C(=O)Nc1ccc2ccccc2c1	0.87	13	0.96	20	11	-11	4	13	5
Cc1cccc(N/C=C(\[N+](=O)[O-])S(=O)(=O)c2ccccc2)c1C	0.82	1	0.94	10	-7	24	6	18	3
COc1ccccc1NS(=O)(=O)c1cccc(C(=O)OCC(=O)Nc2cc(C)on2)c1	1.1	1	1.1	7	11	-10	-8	-6	9
Cc1cc2c(=O)n(CC(=O)NCC(=O)N3CCN(Cc4ccccc4)CC3)cnc2s1	1	-3	0.99	20	-25	-6	0	-5	13
COc1ccc(C(C)(C)C)cc1NC(=O)C1=CC=CN2CCS(=O)(=O)N=C12	1.1	4	0.97	3	-7	-33	3	-5	5
O=C(NCc1cccnc1)C1CCCN(Cc2cnn(-c3ccccc3)c2-n2cccc2)C1 (centres undefined)	1	2	0.93	10	2	-4	7	-3	4
COc1ccc(CNC(=O)COC(=O)c2ccc(S(=O)(=O)NCc3ccco3)cc2)cc1	1.1	-2	1.1	15	19	-5	-5	-8	10
NC(=O)C1CCN(C(=O)c2ccc3nc(N4CCCCC4)sc3c2)CC1	1.1	23	1.1	18	9	4	-13	-12	10
COc1ccccc1N1CCN(C2CCCN(C(=O)c3ccoc3C)C2)CC1 (centres undefined)	1	7	0.97	15	3	14	3	-4	-7
CCOC(=O)c1c(N)c2cc([N+](=O)[O-])cnc2n1C	1	0	0.98	15	5	2	2	-4	-33
CCN(CC)S(=O)(=O)c1cccc(C(=O)Nc2cccc(C)c2)c1	0.87	13	1	3	21	-3	0	13	4

Continuation:
SMILES	hIAP act	TIM10 inh	mIAP act	NALP3 yeast inh	tim10-1 inh	ATG4B inh	mIAP inh	hIAP inh	Apaf1 inhib
Cc1ccc(-n2cnnn2)c2cccnc12	1.1	5	1.1	-4	-10	6	-9	-7	-2
Cc1ccc(C)c(COC(=O)CCN=C2NS(=O)(=O)c3ccccc32)c1	0.85	3	0.95	15	3	-4	5	15	-4
CC(=O)c1cccc(NC(=O)CSc2nc(N3CCOCC3)nc(N3CCOCC3)n2)c1	1.1	-7	1	8	9	-1	-1	-8	11
O=C(Cn1ccc2ccccc2c1=O)NCCC(=O)N1CCN(c2cccc(C(F)(F)F)c2)CC1	0.98	3	0.82	9	10	-8	18	2	21
CCOC(=O)N1CCN(c2c(N3CCN(C(=O)OCC)CC3)c(=O)c2=O)CC1	1.1	-2	1	-4	12	-14	0	-10	-6
O=C(N/N=C/c1c[nH]c2ccccc12)c1ccccc1Cl	0.97	14	0.99	16	27	-6	1	3	3
CC(C)CN(CC(C)C)C(=O)CC(=O)NC(=O)c1ccc(Cl)cc1	1.1	23	1.1	15	35	-8	-9	-8	14
CCc1nc(SCC(=O)NCc2ccccc2)c2c(=O)n(C)c(=O)n(C)c2n1	0.89	-10	0.88	14	0	-2	12	11	11
Cc1c(Cc2ccccc2)c(=O)oc2cc(OCC(N)=O)ccc12	1.1	0	0.95	17	3	29	5	-12	0
O=C(Nc1ccccn1)c1ccc([N+](=O)[O-])o1	0.81	44*	1	13	44*	5	-3	19	-15
COc1cc(C(=O)OCC(=O)NCc2ccc(F)cc2)ccc1OCC(C)C	0.9	-7	1.1	21	4	7	-12	10	13
Cc1cccc(-n2ccnc2CN2CCN(C(C)C)C(CCO)C2)c1 (centres undefined)	0.9	1	1.1	0	19	-4	-6	10	-26
COCCNc1ccc(-c2nn(C)c(=O)c3ccccc23)cc1[N+](=O)[O-]	1	-3	0.95	13	12	-3	5	-2	0
CN1CCN(S(=O)(=O)c2ccc(SCCOc3ccc(Cl)cc3)nc2)CC1	1.1	65*	1.1	74*	39	-4	-8	-9	51*
CN(CCC#N)C(=O)c1cc2c(Cl)nc3ccccc3c2s1	1	13	0.89	22	24	3	11	-1	1

A section taken from the entries so far, for reference:
SMILES	hIAP act	TIM10 inh	mIAP act	NALP3 yeast inh	tim10-1 inh	ATG4B inh	mIAP inh	hIAP inh	Apaf1 inhib
CC(=O)c1cccc(NC(=O)CSc2nc(N3CCOCC3)nc(N3CCOCC3)n2)c1	1.1	-7	1	8	9	-1	-1	-8	11
O=C(Cn1ccc2ccccc2c1=O)NCCC(=O)N1CCN(c2cccc(C(F)(F)F)c2)CC1	0.98	3	0.82	9	10	-8	18	2	21
CCOC(=O)N1CCN(c2c(N3CCN(C(=O)OCC)CC3)c(=O)c2=O)CC1	1.1	-2	1	-4	12	-14	0	-10	-6
O=C(N/N=C/c1c[nH]c2ccccc12)c1ccccc1Cl	0.97	14	0.99	16	27	-6	1	3	3
CC(C)CN(CC(C)C)C(=O)CC(=O)NC(=O)c1ccc(Cl)cc1	1.1	23	1.1	15	35	-8	-9	-8	14
CCc1nc(SCC(=O)NCc2ccccc2)c2c(=O)n(C)c(=O)n(C)c2n1	0.89	-10	0.88	14	0	-2	12	11	11
